GAA glycogen mod – inhibitors or activators of human alpha-glucosidase glycogen cleavage | P10253 | recombinant GAA, glycogen substrate, Amplex Red glucose oxidase fluorescence | Potency, µM (top dose mostly 76.4 µM), inactives show at the highest dose activity change, negative = inhibition, hits mostly inhibitors | actives 0.38% (n = 300,000);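 also: 0% = full enzyme reaction and -100% = no-enzyme basal signal; the screen sought inhibitors and activators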
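Recombinant enzyme (4 nM final) with compounds titrated up to 77 uM and bovine liver glycogen (30 ug) in citrate pH 5.0, 0.01% Tween-20, 37 C 40 min. Released glucose detected by Amplex Red/glucose oxidase (Ex 573/Em 610); AC50 from Hill fits.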
aGlu spleen mod – inhibits or activates alpha-glucosidase in human spleen homogenate; P10253; human spleen homogenate, 4-MU-alpha-glucoside fluorescence; Potency, µM (titrated, usually from 79.9 µM), for inactives: at the top dose activity change, negative = inhibition, hits mostly inhibitors; actives 0.006% (n = 240,000); AID 2112;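 also: 0% = enzyme with vehicle and -100% = no enzyme basal signal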
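Human spleen homogenate (1 ug) with 4-methylumbelliferyl-alpha-D-glucopyranoside (1 mM final) in 50 mM citrate/phosphate pH 5.0, 0.01% Tween-20; 40 min at 37 C. Stopped at pH 10; 4-MU fluorescence Ex 365/Em 440 nm; AC50 by Hill fit.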
ALDH1A1 inh – inhibitors of human aldehyde dehydrogenase 1A1 | Purified ALDH1A1, NADH fluorescence, propionaldehyde substrate | Potency, µM (series often up to 75.3 µM), inactives show at the highest dose activity, negative = inhibition, actives largely listed as inhibitors | actives 7.3% (n = 220,000) | AID 1030; active = well fitted inhibition curve with a large enough effect, not every such curve was filed as active; inconclusive = small, poorly fitted or top-dose-only effect, or another doubt; inactive = no such curve, though single readings can be large or run the other way;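 also: plate controls were no enzyme wells and a reference inhibitor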
Target sequence (P00352 whole entry, looked up): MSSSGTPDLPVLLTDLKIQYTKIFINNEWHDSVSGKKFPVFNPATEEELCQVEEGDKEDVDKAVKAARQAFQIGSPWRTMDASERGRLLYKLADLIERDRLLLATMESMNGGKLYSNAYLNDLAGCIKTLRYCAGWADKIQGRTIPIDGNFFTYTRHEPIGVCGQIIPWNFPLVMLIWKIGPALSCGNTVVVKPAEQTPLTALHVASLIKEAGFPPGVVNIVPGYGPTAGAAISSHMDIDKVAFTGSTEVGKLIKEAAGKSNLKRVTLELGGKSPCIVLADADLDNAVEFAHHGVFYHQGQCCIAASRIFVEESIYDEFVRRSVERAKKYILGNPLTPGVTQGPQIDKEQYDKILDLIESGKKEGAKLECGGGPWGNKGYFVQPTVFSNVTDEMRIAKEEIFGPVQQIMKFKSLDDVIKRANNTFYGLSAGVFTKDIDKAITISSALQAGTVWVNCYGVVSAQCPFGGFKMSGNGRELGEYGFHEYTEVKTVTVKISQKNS
GAA inhib – inhibitors of human lysosomal alpha-glucosidase; actives 0.005% (n = 200,000); purified human GAA, 4-MU-alpha-glucoside fluorescence; Potency, µM (doses to about 76.9 µM), without a hit: at the highest dose activity change, negative = inhibition, most hits filed as inhibitors; P10253;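 also: plate controls were uninhibited enzyme wells for no effect and no-enzyme background for full effect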
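Fluorescence at Ex 365/Em 440 nm from 4-methylumbelliferone reported enzyme activity after 20 min at room temperature. Reactions used 4 nM enzyme and 400 uM substrate at pH 5.0; curves fitted with the Hill equation.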
Epigenetic derep – regulators of epigenetic silencing causing reporter derepression in mouse cells; murine LDR cells, GFP reporter derepression, 30 h; Potency, µM (series often up to 53.9 µM), inactives show top-dose GFP activation, hits mostly activators; actives 0.2% (n = 280,000); AID 1865; also: % of control where 0% means no effect; nearly all actives have a fitted effect of over 60% in size
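Derepression of a silenced CMV-GFP reporter in murine LDR cells is scored by enumerating GFP-positive cells with a laser-scanning microplate cytometer after 30 hours of treatment at 37 C.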
aGal spleen mod – inhibitors or activators of human alpha-galactosidase in spleen homogenate; human spleen homogenate, 4MU-alpha-Gal fluorescence, 40 min; Potency, µM (highest dose often 80 µM), for inactives: at the top dose activity change, negative = inhibition, actives largely listed as inhibitors; actives 0.008% (n = 240,000); AID 2107;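 also: 0% = enzyme with vehicle and -100% = no enzyme basal signal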
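Human spleen homogenate (1 ug) was the enzyme source, with 4-methylumbelliferyl-alpha-D-galactopyranoside (1 mM final) in pH 5.0 citrate buffer with 0.01% Tween-20. Compounds were titrated; after 40 min at 37C, NaOH/glycine stop, 4-MU fluorescence read; AC50 from Hill fits.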
NPSR antagonist – antagonists of human neuropeptide S receptor cAMP signaling | AID 1461 | actives 1% (n = 220,000) | Potency, µM (titrated, usually from 38.3 µM), for the others: at the top dose activity change, negative = inhibition, hits mostly inhibitors | CHO-NPSR cells, cAMP TR-FRET, antagonist mode | Q6W5P4; also: % is scaled to controls: 0 for no effect and ±100 for the full control effect; nearly all actives have a fitted effect of over 50% in size; many of its hits are not listed in these tables
Target sequence (Q6W5P4 whole entry, looked up): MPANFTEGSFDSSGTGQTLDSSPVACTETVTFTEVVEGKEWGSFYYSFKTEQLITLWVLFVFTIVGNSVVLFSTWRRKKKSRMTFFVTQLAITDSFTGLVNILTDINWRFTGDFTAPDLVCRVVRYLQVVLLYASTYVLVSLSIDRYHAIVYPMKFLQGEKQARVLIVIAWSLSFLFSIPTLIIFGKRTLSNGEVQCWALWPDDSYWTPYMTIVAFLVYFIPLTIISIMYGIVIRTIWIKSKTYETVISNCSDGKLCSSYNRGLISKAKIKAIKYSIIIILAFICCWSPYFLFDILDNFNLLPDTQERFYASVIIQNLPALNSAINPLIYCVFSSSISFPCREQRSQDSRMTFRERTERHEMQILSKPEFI
Tau fluor cs – counter-screen for tau fibril formation inhibitors; actives 0.93% (n = 280,000); AID 1463; tau K18 P301L (four-repeat tau fragment) Alexa594 fluorescence, heparin fibrillization; Potency, µM (highest dose often 57.7 µM), for inactives: at the top dose activity change, negative = decrease; also: % is scaled to controls: 0 for no effect and ±100 for the full control effect; nearly all actives have a fitted effect of over 55% in size
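Human K18 P301L tau (15 uM unlabeled plus 0.24 uM Alexa 594-labeled, final) in 100 mM sodium acetate pH 7 was mixed with compound and 20 uM heparin and incubated 6 hr at 37 C.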
An asterisk follows results filed as active; ? = inconclusive; · = no result given; & = joins results of further samples; [ ] = dose if it differs, or a comment. Unless noted, calls follow the shape of the dose curve; as a rule, active = well fitted curve in the direction sought with a large enough effect; inconclusive = small, poorly fitted or top-dose-only effect, or another doubt; inactive = no such curve, though single readings can be large; an effect the other way counts as inactive or inconclusive. Potency is read from the fitted curve at half-maximal effect.

#	SMILES	GAA glycogen mod	aGlu spleen mod	ALDH1A1 inh	GAA inhib
1	COc1ccc2c(c1OC)C(=O)N(c1ccccc1)C2=O	-1%	15%	?	?
2	C#CCOCCOCCOCCNc1nc(N2CCN(C(=O)C([C@@H](C)CC)n3cc(C(N)CC(C)C)nn3)CC2)nc(N2CCN(C(=O)[C@H](CCC(=O)O)n3cc(C(N)Cc4ccc(O)cc4)nn3)CC2)n1 (some centres not stated)	17%	-3%	12%	·
3	COc1ccc(F)cc1C(=O)C1CCCN(C(=O)C2=C(C)OCCO2)C1 (configuration not stated)	-8%	2%	5%	·
4	CCOC(=O)C(=O)Nc1nnc(Cc2ccc(OC)c(OC)c2)s1	-2%	-23%	3%	?
5	CC1=NN(C(=O)COc2cc(C)ccc2C(C)C)C(O)(c2ccccc2)C1 (configuration not stated)	-14%	2%	·	·
6	CCOC(=O)Cn1c(=O)oc2cc(S(=O)(=O)N(C)Cc3ccco3)ccc21	3%	-4%	15µM*	-5%
7	CNS(=O)(=O)c1cccc(C(=O)OCC(=O)C23CC4CC(CC(C4)C2)C3)c1	-28%	-2%	?	-3%
8	CN(C)S(=O)(=O)c1ccc(S(=O)(=O)N(CC(=O)Nc2ccccc2)CC2CCCO2)cc1 (configuration not stated)	6%	3%	?	-4%
9	CCN(CC)c1ccc(-n2c(C)cc(C=O)c2C)cc1	7%	-2%	10µM*	-4%
10	COCCNC(=O)/C(C#N)=C/c1cc(C)n(C2CCCCC2)c1C	1%	-24%	?	-6%
11	CCOc1ccc2oc(C(=O)NC(C)(C)CC)c(C)c2c1	-17%	-5%	-14%	5%
12	COc1ccc(/C=N/NC(=O)c2cccc(Br)c2)cc1CSc1ccccn1	-8%	6%	?	-18%

#	Epigenetic derep	aGal spleen mod	NPSR antagonist	Tau fluor cs
1	2.1%	9%	5%	-4%
2	-1.5%	-11%	-32%	0%
3	-1.2%	4%	-7%	1%
4	1.2%	2%	1%[46.1 µM]	-2%
5	-2.4%	0%	-36%	-15%
6	0.7%	-6%	-12%[46.1 µM]	-11%
7	0.0%	0%	-10%[46.1 µM]	-25%
8	-0.9%	4%	-17%[46.1 µM]	-7%
9	-0.3%	-20%	-16%[46.1 µM]	-24%
10	1.1%	-2%	29%	-4%
11	1.1%	-6%	-26%	-10%
12	3.6%	2%	-29%[46.1 µM]	?

#	SMILES	GAA glycogen mod	aGlu spleen mod	ALDH1A1 inh	GAA inhib
13	Cc1ccc(C)c(NC(=O)CSc2nnc(-c3n[nH]c4ccccc34)o2)c1	3%	-5%	?	6%
14	C=CCNc1nnc(SC2CC(=O)N(c3ccc(OC)cc3)C2=O)s1 (configuration not stated)	16%	3%	2µM*	-2%
15	COc1ccc(-c2cc(-c3ccc(N)cc3)nc(N)c2C#N)cc1OC	20%	3%	?	?
16	O=C(COC(=O)c1ccc(Cl)c(S(=O)(=O)N2CCCCC2)c1)NCC1CCCO1 (configuration not stated)	13%	4%	0%	1%
17	NS(=O)(=O)c1ccc(NC(=O)COC(=O)COc2ccccc2)cc1	8%	3%	8%	6%
18	N#Cc1ccc(OCC(=O)N/N=C/C2CC=CCC2)cc1 (configuration not stated)	8%	1%	-9%	-14%
19	CC(C)c1ccccc1NC(=O)c1cccc(NC(=O)c2ccccc2)c1	-7%	-2%	4%	0%
20	CN(C)c1ccc(-c2nc(NC3CCNCC3)c3ccccc3n2)cc1	·	3%	-5%	·
21	CCOC(=O)c1cc(-c2ccccc2)sc1NC(=O)COC(=O)c1cccc(S(N)(=O)=O)c1	-2%	4%	5%	9%
22	COCCCNC(=O)c1cc(C(=O)c2ccccc2Br)c[nH]1	-2%	0%	?	-5%
23	CCCC(=O)N(c1ccccc1)C1C=CS(=O)(=O)C1 (configuration not stated)	2%	-2%	-2%	1%
24	O=C(Nc1nc(-c2cccnc2)cs1)c1ccc([N+](=O)[O-])cc1	-2%	1%	-3%	-5%

#	Epigenetic derep	aGal spleen mod	NPSR antagonist	Tau fluor cs
13	0.0%	-8%	-4%	-25%
14	0.0%	0%	4%[46.1 µM]	-23%
15	3.4%	?	32%	28µM*[quencher]
16	-0.3%	-1%	-12%	-10%
17	3.5%	-2%	8%	0%
18	-0.4%	7%	-6%	5%
19	0.8%	1%	-10%[46.1 µM]	-29%
20	2.8µM*	16%	·	?
21	-0.1%	7%	-58%	0%
22	-0.5%	-1%	6%	2%
23	2.3%	0%	7%	0%
24	1.3%	3%	-18%	?

#	SMILES	GAA glycogen mod	aGlu spleen mod	ALDH1A1 inh	GAA inhib
25	Cc1nc(N2CCOCC2)[nH]c(=O)c1C(O)C(Cl)(Cl)Cl (configuration not stated)	5%	4%	·	·
26	O=C1CC(c2ccccc2)CC(O)=C1C=Nc1cccc(Cl)c1 (configuration not stated)	-1%	2%	-11%	-2%
27	O=C(Cc1ccc(Cl)cc1)Nc1cccc(-c2nnc(-c3ccco3)o2)c1	5%	-1%	-14%	2%
28	Cc1ccc2nc(NCc3ccccc3)[nH]c2c1	5%	-2%	6%	-5%
29	CCCOC(=O)Cc1c(O)c2ccccc2[nH]c1=O	-1%	11%	?	6%
30	C=CCn1c(SCC(=O)NC2CCCCC2)nnc1-c1ccc(OC)cc1	3%	-13%	-3%	-2%
31	Nc1ccccc1C(=O)/C=C/c1ccc2c(c1)OCO2	-3%	2%&0%	-6%&0%	-1%
32	O=C(CSc1cccc2cccnc12)OCC(=O)c1ccc(Br)cc1	0%	-10%	-9%	-12%
33	CCC(C)(C)n1nnnc1CN1CCN(c2nc3ccc(C)cc3cc2C#N)CC1	4%	-5%	?	-14%
34	COc1ccc(NC(=O)CN2CCN(C3c4ccccc4-c4ccccc43)CC2)cc1	-1%	-5%	22µM*	-9%
35	CCOC(=O)C(NC(=O)CC)(Nc1ccc(S(=O)(=O)Nc2onc(C)c2C)cc1)C(F)(F)F (configuration not stated)	3%	-2%	6%	2%
36	CCCNC(=O)c1c(CSc2ccccc2)noc1C(=O)NCc1ccccc1	-7%	17%	·	·

#	Epigenetic derep	aGal spleen mod	NPSR antagonist	Tau fluor cs
25	3.9%	5%	8%	22%[0.0958 µM]
26	1.9%	10%	-28%	-6%
27	2.5%	4%	-10%[46.1 µM]	-16%
28	0.4%	2%	2%[7.67 µM]	-18%
29	-2.6%	4%	1%[46.1 µM]	-1%
30	8.8%	1%	15%	-5%
31	-1.1%&6.0%	-2%&-5%	18%	-22%&-5%
32	?	-3%	-5%[46.1 µM]	-20%
33	-2.0%	-4%	-28%[46.1 µM]	-16%
34	-0.9%	-1%	-14%[46.1 µM]	-20%
35	-1.0%	-8%	-1%[46.1 µM]	1%
36	3.2%	9%	-50%	-10%

In the list so far, these have an NH in an aromatic ring:
#	SMILES	GAA glycogen mod	aGlu spleen mod	ALDH1A1 inh	GAA inhib
13	Cc1ccc(C)c(NC(=O)CSc2nnc(-c3n[nH]c4ccccc34)o2)c1	3%	-5%	?	6%
22	COCCCNC(=O)c1cc(C(=O)c2ccccc2Br)c[nH]1	-2%	0%	?	-5%
25	Cc1nc(N2CCOCC2)[nH]c(=O)c1C(O)C(Cl)(Cl)Cl (configuration not stated)	5%	4%	·	·
28	Cc1ccc2nc(NCc3ccccc3)[nH]c2c1	5%	-2%	6%	-5%
29	CCCOC(=O)Cc1c(O)c2ccccc2[nH]c1=O	-1%	11%	?	6%

#	Epigenetic derep	aGal spleen mod	NPSR antagonist	Tau fluor cs
13	0.0%	-8%	-4%	-25%
22	-0.5%	-1%	6%	2%
25	3.9%	5%	8%	22%[0.0958 µM]
28	0.4%	2%	2%[7.67 µM]	-18%
29	-2.6%	4%	1%[46.1 µM]	-1%

(more compounds)
#	SMILES	GAA glycogen mod	aGlu spleen mod	ALDH1A1 inh	GAA inhib
37	C/C(NC1CCCCC1)=C(/C#N)C(=O)NCCN1CCOCC1	0%	3%	-3%	0%
38	CC1=C(C(=O)N2CCOCC2)C(c2cccc3ccccc23)NC(=S)N1 (configuration not stated)	2%	0%	7%	0%
39	CC1CC(C)(C)NC(=S)N1CCC(=O)N1CCc2ccccc2C1 (configuration not stated)	9%	-1%	?	?
40	CC#CCCCC(=O)Nc1ccccc1C(=O)O	-4%	-18%	-6%	-2%
41	COc1ccc(-c2nc(=S)c3ccc4ccccc4c3[nH]2)cc1	8%	0%	7%	1%
42	O=C(NCCO)/C(=C\c1ccc(Br)cc1)NC(=O)c1cccs1	-1%	-4%	12%	4%
43	O=C(Nc1ccc(Cl)cc1)c1ccc(Br)cc1F	7%	?	27%	1%
44	Cc1ccc(C(=O)N(CC(=O)NC2CCCC2)c2ccc3c(c2)OCCO3)s1	0%	8%	-5%	10%
45	COc1cccc(CN(C)CC(=O)Nc2ccccc2N2CCOCC2)c1OC	6%	-2%	9%	8%
46	CC(C)[C@H](NC(=O)c1ccccc1)C(=O)OCC(=O)c1ccccc1F	-9%	2%	-15%	3%
47	CCOC(=O)c1[nH]c2c(c1C)C(=O)CC(c1ccc(OC)c(OC)c1)C2 (configuration not stated)	4%	-6%	11%	1%

#	Epigenetic derep	aGal spleen mod	NPSR antagonist	Tau fluor cs
37	0.0%	1%	-5%[46.1 µM]	-10%
38	1.0%	1%	18%	4%
39	0.0%	-10%	-10%	1%
40	-1.1%	-20%	-5%[46.1 µM]	-6%
41	8.6%	0%	-22%	-17%
42	-1.0%	4%	3%	-3%
43	2.4%	2%	-11%	-8%
44	-0.2%	-1%	-13%	-5%
45	-4.6%	-5%	-40%	3%
46	-1.3%	-1%	-3%	-1%
47	0.3%	-8%	-2%[46.1 µM]	-2%

Part of the list above in order of formula weight, descending:
#	SMILES	GAA glycogen mod	aGlu spleen mod	ALDH1A1 inh	GAA inhib
22	COCCCNC(=O)c1cc(C(=O)c2ccccc2Br)c[nH]1	-2%	0%	?	-5%
19	CC(C)c1ccccc1NC(=O)c1cccc(NC(=O)c2ccccc2)c1	-7%	-2%	4%	0%
15	COc1ccc(-c2cc(-c3ccc(N)cc3)nc(N)c2C#N)cc1OC	20%	3%	?	?

#	Epigenetic derep	aGal spleen mod	NPSR antagonist	Tau fluor cs
22	-0.5%	-1%	6%	2%
19	0.8%	1%	-10%[46.1 µM]	-29%
15	3.4%	?	32%	28µM*[quencher]

Bioassay records (PubChem)

These rows are one share of the data; the hit share may differ from the screen's.
